# Compound activity deposited in PubChem by National Center for Advancing Translational Sciences (NCATS).
# CBFb-RUNX1 inh: qHTS Assay for Compounds Blocking the Interaction Between CBF-beta and RUNX1 for the Treatment of Acute Myeloid Leukemia. Runt-related transcription factor 1 (Homo sapiens) + Core-binding factor subunit beta …. AlphaScreen CBFb-His/RUNX1-biotin binding, biochemical. Potency, µM (highest dose often 59.8 µM), without a hit: at the top dose activity, negative = inhibition, usual class: inhibitors. 230,000 tested, under 10 active. AID 1477, 2009; note: % of control where 0% means no effect
# Target sequence (Q01196 whole entry, looked up): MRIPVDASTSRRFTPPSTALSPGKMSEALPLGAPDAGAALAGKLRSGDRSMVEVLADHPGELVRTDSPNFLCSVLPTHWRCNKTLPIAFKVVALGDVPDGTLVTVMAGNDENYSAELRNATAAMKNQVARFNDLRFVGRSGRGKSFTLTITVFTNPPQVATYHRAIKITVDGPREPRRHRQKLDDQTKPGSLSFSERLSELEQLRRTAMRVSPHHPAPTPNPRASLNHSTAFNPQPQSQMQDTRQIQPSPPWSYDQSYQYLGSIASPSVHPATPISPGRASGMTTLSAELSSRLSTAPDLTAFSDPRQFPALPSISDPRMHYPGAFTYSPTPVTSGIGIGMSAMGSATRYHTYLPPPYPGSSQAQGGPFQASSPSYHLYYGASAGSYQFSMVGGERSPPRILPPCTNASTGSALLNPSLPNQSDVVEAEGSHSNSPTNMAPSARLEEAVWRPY
# Target sequence (Q13951 whole entry, looked up): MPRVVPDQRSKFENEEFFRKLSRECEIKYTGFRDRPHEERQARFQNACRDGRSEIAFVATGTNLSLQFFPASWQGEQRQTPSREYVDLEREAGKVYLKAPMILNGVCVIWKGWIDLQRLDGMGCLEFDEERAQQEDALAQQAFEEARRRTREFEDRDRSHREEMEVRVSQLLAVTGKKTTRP
#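 Room-temperature protein-protein interaction test with 30 nM each of His-tagged CBF-beta and biotinylated RUNX1, 15 min with compound, then 90 min with nickel plus streptavidin beads. Signal read in AlphaScreen mode.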
# LMNA splice mod: qHTS Assay for Modulators of Lamin A Splicing | HeLa LMNA splicing GFP/RFP minigene ratio, 48 h | Potency, µM (titrated, usually from 46.1 µM), without a hit: at the top dose ratio change, negative = inhibition, hits mostly inhibitors | 0.01% of 200,000 active; active = well fitted inhibition curve with a large enough effect in the signal ratio, with a control signal flat, not every such curve was filed as active; inconclusive = small, poorly fitted or top-dose-only effect, or effect the other way, or a change in a side signal; the % refers to the signal ratio; note: potency is the fitted concentration of half-maximal effect; % is set by controls: 0 for no effect and ±100 for the full control effect
#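 S3 HeLa cells stably expressing lamin A-EGFP splicing minigene plus DsRed2, 600 cells/well, 48 h compound exposure at 37C. Laser-scanning cytometry; analysed as GFP (500-530 nm)/RFP (575-640 nm) total intensity ratio; 0.5% DMSO vehicle.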
# GAA inhib: qHTS Assay for Inhibitors of Human alpha-Glucosidase as a Potential Chaperone Treatment of Pompe Disease; Lysosomal alpha-glucosidase (Homo sapiens), P10253; purified human GAA, 4-MU-alpha-glucoside fluorescence; AID 1466, 2008; Potency, µM (highest dose often 76.9 µM), for inactives: at the highest dose activity change, negative = inhibition, hits mostly inhibitors; 0.005% of 200,000 active;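 note: potency is the fitted concentration of half-maximal effect; plate controls were uninhibited enzyme wells for no effect and no-enzyme background for full effect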
#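 Activity normalized between no-enzyme (basal) and enzyme-only wells. Conditions: 4 nM human enzyme, 400 uM fluorogenic substrate, citrate/phosphate pH 5.0 with Tween-20, 20 min room temperature, compounds up to 77 uM.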
# HTT aggregate: qHTS Multiplex Assay to Identify Dual Action Probes in a Cell Model of Huntington: Aggregate Formation (GFP). PC12 HttQ103-GFP aggregates, Acumen cytometry, 40 h. Potency, µM (doses to about 46.1 µM), for the others: top-dose activity change, negative = inhibition, actives largely listed as inhibitors. 1.1% of 220,000 active; note: potency is the fitted concentration of half-maximal effect; % is set by controls: 0 for no effect and ±100 for the full control effect; nearly all actives have a fitted effect of over 60% in size
#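 Aggregate formation scored by laser-scanning cytometer (488 excitation, 500–530 emission) in lysed PC12 cells expressing Q103-GFP after 100 nM tebufenozide induction; library tested in dose series, with ATPLite reagent added in the multiplex.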
# HTT cytoprotect: qHTS Multiplex Assay to Identify Dual Action Probes in a Cell Model of Huntington: Cytoprotection (ATP); Potency, µM (titrated, usually from 56.4 µM), without a hit: cytoprotection (ATP increase), usual class: activators; PC12 HTT-Q103 induced, cytoprotection, ATP luminescence, 40 h; 0.14% of 230,000 active;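 note: potency is the fitted concentration of half-maximal effect; % of control where 0% means no effect; nearly all actives have a fitted effect of over 45% in size; toxic huntingtin expression switched on by the ecdysone agonist tebufenozide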
#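 Stable PC12 Q103-GFP cells in serum-supplemented, phenol red-free DMEM; induction by tebufenozide at 100 nM final; compound dose series; cell viability quantified luminescently from ATP.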
# aGlu spleen mod: qHTS Assay for Inhibitors and Activators of Human alpha-Glucosidase From Spleen Homogenate | human spleen homogenate, 4-MU-alpha-glucoside fluorescence | Potency, µM (series often up to 79.9 µM), inactives show top-dose activity change, negative = inhibition, usual class: inhibitors | 0.006% of 240,000 active;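 note: potency is the fitted concentration of half-maximal effect; 0% = enzyme with vehicle and -100% = no enzyme basal signal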
#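 Human spleen homogenate (1 ug) incubated with compounds and 1 mM 4-methylumbelliferyl-alpha-D-glucopyranoside in pH 5.0 citrate/phosphate buffer, 37 C, 40 min. Stopped at pH 10; 4-MU fluorescence (Ex 365/Em 440 nm); AC50 by Hill fit.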
# GAA glycogen mod: qHTS Assay for Inhibitors and Activators of Human alpha-Glucosidase Cleavage of Glycogen. recombinant GAA, glycogen substrate, Amplex Red glucose oxidase fluorescence. 0.38% of 300,000 active. Lysosomal alpha-glucosidase (Homo sapiens), P10253. Potency, µM (highest dose often 76.4 µM), for inactives: at the highest dose activity change, negative = inhibition, actives largely listed as inhibitors;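 note: potency is the fitted concentration of half-maximal effect; 0% = full enzyme reaction and -100% = no-enzyme basal signal; the screen sought inhibitors and activators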
#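 Recombinant human enzyme (4 nM); glycogen substrate; 37 C, 40 min, pH 5.0. Readout: coupled glucose oxidase/Amplex Red fluorescence.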
# * marks the source's active call; other numbers are inactive results; ? = inconclusive; · = not tested or not shown; [ ] = dose if it differs, or a comment. Unless noted, calls come from the whole dose curve; as a rule, active = well fitted curve in the direction sought with a large enough effect; inconclusive = small, poorly fitted or top-dose-only effect, or another doubt; inactive = no such curve, though single readings can be large; an effect the other way counts as inactive or inconclusive.
# Results follow in this order: CBFb-RUNX1 inh | LMNA splice mod | GAA inhib | HTT aggregate | HTT cytoprotect | aGlu spleen mod | GAA glycogen mod
COc1cc(OC)cc(C(=O)N2CCN(C(=O)c3cccc(F)c3)CC2)c1
→ 0% | 1% | -3% | -4% | 11%[0.074 µM] | 0% | 12%
CC(C(=O)NC1CCCC1)N(C(=O)c1snc(C(N)=O)c1N)c1ccc2c(c1)OCCO2 (stereo not drawn)
→ 1% | 5% | -7% | 17% | -13% | 0% | 8%
Cc1ccc(C)c(NC2=NS(=O)(=O)c3ccccc32)c1
→ 0% | -4% | ? | 1% | 0%[0.074 µM] | -2% | 7%
COC(=O)C1=C(NC(=O)c2ccc(C)c(C)c2)CCS1
→ 2% | 11% | 6% | 3% | -11% | 0% | -7%
COc1ccc(-c2nn(CCC(=O)O)cc2CCC(=O)O)cc1
→ 2% | 5% | ? | 0% | 3% | -5% | -3%
CC(/C=C/c1ccccc1)=N\Nc1nc2c(c(=O)[nH]c(=O)n2C)n1CCO
→ 11% | · | · | 21%[9.22 µM] | 0%[10 µM] | 0% | ?
O=C(NN1C(=O)c2ccccc2C1=O)C1CCCCC1
→ 2% | -8% | 4% | 12% | 17% | -1% | 6%
Clc1ccc2nc(CSCc3ccccc3)cn2c1
→ 5% | 6%[46 µM] | -2% | 3% | -48%[inhibitor] | 4% | -9%
O=C(N1CCCC1)C12CC3CCC(CC(C3)C1)C2
→ 5% | -13%[46 µM] | 5% | 1%[9.22 µM] | ? | 2% | -10%
CC(C)C(CCN1C(=O)c2ccccc2C1=O)c1ccco1 (stereo not drawn)
→ 2% | 2% | -7% | -7%[1.84 µM] | -7% | -18% | -3%
Cc1nc(NC2CCCCC2)c2nc(-c3ccccc3)n(CCN3CCCC3)c2n1
→ 1% | · | · | · | -39%[inhibitor] | -2% | ·
C=CCNC(=O)C(C)N1C(=O)c2ccccc2C1=O (stereo not drawn)
→ 2% | 5% | -3% | 5% | -5% | -1% | 8%
O=C(CCc1nnc(-c2ccccc2)o1)NCC1CCN(C2CCCC2)CC1
→ 16% | · | · | -27%[9.22 µM] | -4%[10 µM] | 3% | 11%
CCOc1ccc(C(CC(=O)O)NC(=O)c2cccs2)cc1OC (stereo not drawn)
→ 0% | · | 1% | 17%[9.22 µM] | 23%[10 µM] | 1% | 8%
CCN(CC)S(=O)(=O)c1ccc2oc(Nc3ccc4c(c3)OCCO4)nc2c1
→ -1% | ? | -14% | -11% | -9% | 0% | 0%
COc1ccc(C(=O)OC2CCN(c3ncc(C(F)(F)F)cc3Cl)CC2)cc1
→ 4% | 4% | 0% | 4% | 20% | -2% | 12%
CN(C)CCCN(C(=O)c1ccc2c(c1)CCCC2)c1nc2ccc(Cl)cc2s1
→ -5% | ? | 3% | -23% | -10%[10 µM] | -2% | -7%
CCC(Nc1ccc(OC)cc1)C(=O)N/N=C/c1ccc([N+](=O)[O-])cc1 (stereo not drawn)
→ -11% | -4% | -4% | 20% | · | 4% | 2%
CCOCCc1nnc(NC(=O)c2cc(OC)c(OC)cc2[N+](=O)[O-])s1
→ 1% | -6%[46 µM] | 4% | -11%[9.22 µM] | -14% | 1% | -9%
Cn1c(SCC(=O)c2ccccc2)nnc1-c1cccs1
→ 6% | · | · | -14%[9.22 µM] | 3%[10 µM] | -2% | 0%
CCN(CC)S(=O)(=O)c1cccc(C(=O)c2c(C)cc3ccccn23)c1
→ -7% | ? | -6% | -8% | 27%[10 µM] | -6% | 5%
CS(=O)(=O)c1ccccc1-c1nc(-c2cc(C(F)(F)F)cc(C(F)(F)F)c2)no1
→ 1% | -2% | 8% | 14% | -5% | 3% | 3%
COc1ccc(Cl)cc1NC(=O)C1(c2cccs2)CCOCC1
→ 3% | · | -5% | -6% | -37%[inhibitor] | -3% | -2%
CCOC(=O)N1CCN(C(=O)CSc2nc3c([nH]c4ccccc43)c(=O)n2C)CC1
→ 14% | -20% | 2% | -10% | -41%[10 µM] | -4% | 2%
CN(C)S(=O)(=O)c1ccc(NC(=O)N2CCN(c3ccccc3)CC2)cc1
→ 4% | 8% | 5% | 10% | -13% | 7% | 10%
COc1cc(CN2CCC(C(=O)N3CCN(c4ccccc4F)CC3)CC2)cc(OC)c1O
→ -1% | 5% | -4% | 16% | -9% | -1% | ?
Oc1c(C(Nc2ccccn2)c2cccnc2)cc(Cl)c2cccnc12 (stereo not drawn)
→ ? | ? | -10% | 7.1µM* | -59%[inhibitor][10 µM] | -3% | -12%
Cc1cc([N+](=O)[O-])nn1CCCC(=O)NCc1ccc(F)cc1
→ -9% | -5%[46 µM] | -4% | -8% | -29% | 0% | 2%
CCOC(=O)Cn1c(=O)oc2cc(S(=O)(=O)NCc3ccccn3)ccc21
→ -3% | ? | -2% | -9% | -9% | 8% | -12%
O=C1N/C(=C\c2ccc(O)cc2)C(=O)c2ccccc21
→ 3% | ? | -9% | -8% | -1% | -1% | 0%
O=C(CN1CCC(n2nnc3ccccc32)CC1)Nc1ccc2c(c1)CCC2
→ 4% | -5% | -2% | 4% | -11%[10 µM] | -3% | 1%
Cc1ccc(C(C)C)c(OCC(=O)N/N=C/c2ccc(S(=O)(=O)O)o2)c1
→ 6% | · | · | -1%[9.22 µM] | -2%[10 µM] | 2% | 0%
O=C1C(=O)N(Cc2ccccc2)C(=O)N1CCOc1ccccc1
→ 4% | · | 5% | 3% | 9%[10 µM] | -3% | -16%
CCCOC(=O)c1ccc2c(c1)C(=O)N(c1ccccc1)C2=O
→ -5% | 10% | -10%[15.4 µM] | 21% | -6% | 4% | -6%
CC(Oc1cc(F)ccc1[N+](=O)[O-])C(=O)N(C)CC(=O)Nc1ccccc1C(F)(F)F (stereo not drawn)
→ 5% | · | -5% | -28% | -50% | -2% | -2%
COCCNC(=O)/C(C#N)=C/c1ccc(OCc2ccccc2)cc1
→ -13% | -1%[46 µM] | 3% | -3%[9.22 µM] | -32%[10 µM] | -7% | 7%
COC(=O)c1ccc(/C=N\n2c(C)nnc2C)cc1
→ 11% | -5% | 3% | 10% | -9%[10 µM] | -4% | 1%
COc1ccc(NC(=O)c2nc(C)n(-c3ccc([N+](=O)[O-])cc3)n2)cc1
→ -12% | ? | 2% | 5% | -10% | -5% | 5%
CCN(CC)S(=O)(=O)c1ccc(/C=C/C(=O)OCC#N)cc1
→ 7% | -11%[46 µM] | -1% | 14% | -23% | 1% | 8%
O=Cc1ccc(OC(=O)C2CC(=O)N(c3ccc(F)cc3)C2)cc1 (stereo not drawn)
→ 2% | 8% | -3% | -2% | -9% | 1% | -8%
Cc1cc(N=Cc2c(O)ccc3cc(Br)ccc23)no1
→ 5% | ? | -2% | 8% | · | 2% | 7%
CCCCC/C=C\C/C=C\CCCCCCCC(=O)NCCCC(=O)O
→ -6% | · | · | · | 21% | 3% | ·
CCOC(=O)NC(c1cccc(Cl)c1)C1CCCCCC1=O (stereo not drawn)
→ 8% | 7% | -6% | -4% | 3% | -8% | 2%
Cc1ccoc1C(=O)N1CCCCC1C(=O)O (stereo not drawn)
→ 4% | · | -8% | -13% | 2% | 0% | -2%
O=C(Nc1cccc2c1C(=O)NC2=O)c1ccc(N2C(=O)CCC2=O)cc1
→ 7% | 5%[46 µM] | 0% | ? | -18% | 2% | -11%
O=C(Nc1cccc2c1CCCC2)c1ccc(Br)o1
→ 2% | -6% | 10% | -10% | -10% | -1% | 3%
CC(=O)C1=C(O)C(=O)N(c2cccnc2)C1c1ccc(Cl)cc1 (stereo not drawn)
→ 5% | -1% | 10% | 5% | -10% | 6% | -4%
O=C(O)c1ccc(-n2nnnc2Oc2ccccc2C(=O)N2CCOCC2)cc1
→ 2% | -1% | -2% | -4% | 6% | -2% | ·
O=C(NCCCN1CCOCC1)C1CCC(=O)N1CCc1ccccc1 (stereo not drawn)
→ 2% | 2% | -18%[15.4 µM] | 1% | 1% | 8% | 7%
COc1cccc(NC(=O)CSc2nc3c(c(=O)n2C)SC(C)C3)c1 (stereo not drawn)
→ -7% | -11% | 3% | 14% | -6%[10 µM] | -8% | 10%
COc1cc(/C=C/C(=O)O)cc(S(=O)(=O)NCc2ccc3c(c2)OCO3)c1OC
→ 7% | · | 13% | 14%[9.22 µM] | -42%[10 µM] | 2% | 8%
Cc1cc(O)c(C(C)C)cc1NC(=O)c1ccccc1Cl
→ 4% | 0% | -4% | -3% | -9%[10 µM] | -3% | -7%
NNC(=O)/C(=N/Nc1ccccc1)S(=O)(=O)c1ccc(Cl)cc1
→ -28% | ? | -6% | ? | · | -11% | 4%
CC1CCc2c(sc(NC(=O)Cn3cnc([N+](=O)[O-])n3)c2C(N)=O)C1 (stereo not drawn)
→ 9% | 12%[46 µM] | ? | -3% | -33% | -16% | 4%
CCS(=O)(=O)CCSc1nc(C)cc(C)n1
→ 4% | -3% | -2% | -13% | -10%[10 µM] | -1% | -1%
CNC(=O)CCSc1ccc(C)cc1
→ 1% | -4% | -5% | 5% | 22%[10 µM] | 2% | -12%
CCOC(=O)C1=C(C)OC(N)=C(C#N)C1c1ccc(C)o1 (stereo not drawn)
→ 2% | 2% | -1% | 24% | 2% | -5% | -17%
COCC(C)NC(=O)C1CC(=O)N(c2ccc(C)cc2)C1 (stereo not drawn)
→ 3% | 6% | -5% | 5% | -22%[10 µM] | 0% | -11%
Cc1ccc2[nH]c3c(NCCCN4CCCC4=O)ncnc3c2c1
→ 6% | -5% | 6% | 9% | 5%[10 µM] | -9% | -4%

# Entries of single compounds from above. Values in the order: CBFb-RUNX1 inh, LMNA splice mod, GAA inhib, HTT aggregate, HTT cytoprotect, aGlu spleen mod, GAA glycogen mod
# NNC(=O)/C(=N/Nc1ccccc1)S(=O)(=O)c1ccc(Cl)cc1 across the screens: -28%, ?, -6%, ?, ·, -11%, 4%
# COc1cc(/C=C/C(=O)O)cc(S(=O)(=O)NCc2ccc3c(c2)OCO3)c1OC across the screens: 7%, ·, 13%, 14%[9.22 µM], -42%[10 µM], 2%, 8%
# Cc1cc(O)c(C(C)C)cc1NC(=O)c1ccccc1Cl across the screens: 4%, 0%, -4%, -3%, -9%[10 µM], -3%, -7%
